Compound activity (PubChem BioAssay)
PolyA inh = yeast polyadenylation inhibition | AID 1875 | calls only at 12 µM | S. cerevisiae SKY197-pL101 polyadenylation reporter, beta-gal luminescence; efflux-impaired pdr1/pdr3 knockout yeast; score 100 = 6 SD above DMSO | hit rate 0.02% among 300,000;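 active means lowest replicate activity score at least 50, where 100 means six control SD above control mean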;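 further: yeast exposed to compound for 9 h at 30 °C; higher score means more reporter readthrough which indicates perturbed polyadenylation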
KCNK3 block = human KCNK3 channel inhibition, primary screen | hit rate 0.84% among 340,000 | CHO-KCNK3 thallium flux, FluxOR fluorescence; hits give low values | O14649 | B-score at 10 µM;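 active means B-score under library mean minus 4 SD, starting fluorescence ratio at most library mean plus 5 SD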;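 further: more negative B-score means stronger inhibition of thallium flux through KCNK3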
Target sequence (O14649 whole entry, looked up): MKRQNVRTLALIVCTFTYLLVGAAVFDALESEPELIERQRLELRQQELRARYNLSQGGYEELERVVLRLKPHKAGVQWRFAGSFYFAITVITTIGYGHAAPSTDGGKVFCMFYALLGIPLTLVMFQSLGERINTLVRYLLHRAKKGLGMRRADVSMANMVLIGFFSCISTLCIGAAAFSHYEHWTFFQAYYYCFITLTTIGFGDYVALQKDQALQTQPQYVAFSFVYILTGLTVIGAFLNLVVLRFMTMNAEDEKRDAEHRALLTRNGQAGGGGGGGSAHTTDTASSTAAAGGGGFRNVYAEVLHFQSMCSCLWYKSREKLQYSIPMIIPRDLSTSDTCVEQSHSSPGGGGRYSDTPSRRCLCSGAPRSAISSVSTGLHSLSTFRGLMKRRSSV
KCNQ1 inh = blocks the human KCNQ1 potassium channel; P51787; CHO-K1 KCNQ1, FluxOR thallium flux fluorescence; hits give high values; B-score at 10 µM; hit rate 1.3% among 310,000;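 active means compounds whose thallium flux B-score, printed positive for inhibition, exceeds three library SD while starting fluorescence stays within three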;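 further: channel opened by potassium depolarization with thallium stimulus after 20 min compound exposure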
GSK3B inh = inhibitors of human GSK3beta kinase. AID 2097. hit rate 0.038% among 300,000. activity score (negative = inhibition), % at 10 µM. GST-GSK3beta kinase, ADP-Glo luminescence, 60 min; hits give low values. P49841;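 active means more than half of replicate wells score below -50%, meaning over 50% inhibition versus plate controls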;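 further: 0% = median DMSO wells and -100% = median GW8510 positive control wells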
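Assay system: GST-tagged human GSK3beta kinase, cell-free; Input: 1.6 ng GSK3beta; Medium: Tris/MgCl2 kinase buffer; Timing: 60 min enzyme reaction, room temperature; Signal: ADP-Glo luminescence quantifying ADP generated by kinase; Evaluation: score relative to plate controls; Benchmarks: DMSO neutral wells and GW8510 at 20 µM as positive.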
KCNK9 inh = blocks the human KCNK9 two-pore domain potassium channel; B-score at 10 µM; Q9NPC2; AID 488922; hit rate 1.2% among 310,000; HEK293 KCNK9, FluxOR thallium flux fluorescence; hits give low values;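 active means ratio B-score over 3 SD below the library mean, with starting fluorescence within 5 SD of its mean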;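 further: negative B-score means less thallium flux so channel inhibition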
KCNQ1 act = potentiates or activates the human KCNQ1 potassium channel. CHO-K1 KCNQ1, thallium flux FluxOR fluorescence; hits give high values. B-score at 10 µM. hit rate 0.35% among 310,000. AID 2648;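 active means fluorescence ratio B-score, a plate-corrected score, at least three library SD, with initial intensity B-score within 5 SD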
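Material: CHO-K1 cells stably expressing KCNQ1. Medium: assay buffer for compound exposure, DMSO matched across wells. Reagent: K+/Tl+ depolarizing stimulus. Compound dosing: single-concentration screen. Times: 37 °C overnight plating, 90-min dark dye load, 20-min compound pretreatment. Technique: FluxOR Tl+ flux fluorescence.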
GSK3A inh = blocks human GSK-3 alpha kinase. P49840. ADP-Glo luminescence, 60 min. inhibition, % at 10 µM. hit rate 0.1% among 320,000. AID 2650;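 in the data active means inhibition above about 50%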;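 further: GST-tagged GSK-3 alpha with peptide substrate and 25 µM ATP; 0% = DMSO neutral wells and 100% = GW8510 positive control wells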
Target sequence (P49840 whole entry, looked up): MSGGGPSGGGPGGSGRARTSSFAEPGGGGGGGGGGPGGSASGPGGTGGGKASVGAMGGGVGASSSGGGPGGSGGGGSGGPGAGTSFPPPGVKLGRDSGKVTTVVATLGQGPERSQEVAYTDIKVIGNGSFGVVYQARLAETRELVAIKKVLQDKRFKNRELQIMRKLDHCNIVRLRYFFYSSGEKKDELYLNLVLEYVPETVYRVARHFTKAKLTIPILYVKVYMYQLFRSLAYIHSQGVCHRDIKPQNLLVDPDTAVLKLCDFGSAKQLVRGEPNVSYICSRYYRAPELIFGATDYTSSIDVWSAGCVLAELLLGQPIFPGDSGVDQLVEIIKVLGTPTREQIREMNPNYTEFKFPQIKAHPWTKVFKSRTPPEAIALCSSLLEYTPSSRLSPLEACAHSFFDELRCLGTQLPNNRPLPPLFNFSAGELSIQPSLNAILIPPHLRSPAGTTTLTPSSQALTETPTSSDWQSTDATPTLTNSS
hERG rescue = shields human hERG channel from block by proarrhythmic agents. Q12809. CHO-hERG, FluxOR thallium flux, dofetilide IC70 present. activation (rescue from dofetilide block), less the hit threshold, % at 10 µM. hit rate 0.51% among 310,000. AID 1511;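 active means activation above the mean of controls blocked by dofetilide plus 5 SD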;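 further: thallium influx through hERG after potassium depolarization seen as dye fluorescence rise; in these data hits start at about 4.7%; inactives centre near -7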
RGS4 block = inhibitors of human RGS4 | P49798 | HEK293 M3R/RGS4 inducible, Fluo-4 calcium flux; hits give high values; triggered by carbachol at its EC20 | B-score at 10 µM | hit rate 0.45% among 310,000;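 active means B-score, a plate-corrected calcium signal, over three deviations above library mean, with baseline fluorescence within five deviations of library mean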;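 further: RGS4 expression induced by doxycycline in cells with stable M3 receptor; B-score is computed from the integrated fluorescence ratio over baseline after carbachol; higher B-score means a larger calcium signal and so more RGS4 inhibition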
Target sequence (P49798 whole entry, looked up): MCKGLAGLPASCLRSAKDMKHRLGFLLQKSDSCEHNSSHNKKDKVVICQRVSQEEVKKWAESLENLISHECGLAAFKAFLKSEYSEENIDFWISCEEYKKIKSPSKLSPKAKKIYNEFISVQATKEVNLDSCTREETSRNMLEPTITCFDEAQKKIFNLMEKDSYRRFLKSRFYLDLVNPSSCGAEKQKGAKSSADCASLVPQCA
DYRK1A inh = Dyrk1A (rat) kinase inhibition; ADP-Glo luminescence, NFATc1 peptide; inhibition, % at 12.5 µM; hit rate 0.43% among 310,000; AID 504441; in the data active means inhibition above about 50%;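 further: plate controls were vehicle with enzyme for no effect and no enzyme for full effect; many of its hits are not listed in these tables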
RGS4 pot = potentiators or activators of RGS4. HEK293 M3R/inducible RGS4, carbachol calcium flux Fluo4; hits give low values. AID 463111. hit rate 0.92% among 310,000. B-score at 10 µM;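 active means B-score of the integrated calcium signal more than 4 SD below the library mean, with starting fluorescence not abnormally high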;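 further: negative B-score means reduced calcium response which marks RGS4 activation or potentiation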
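Material: M3R-expressing HEK293 line, RGS4 induced by doxycycline | Schedule: Overnight RGS4 induction, 30 min dye load 37 °C, 20 min compound RT | Measured by: Fluo4 fluorescence kinetic imaging of calcium | Read-out: Integrated calcium ratio converted to B score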
Active calls of the source: *; i = inactive; x = no result given. An excerpt; rates above refer to the full screens.

SMILES	PolyA inh	KCNK3 block	KCNQ1 inh	GSK3B inh	KCNK9 inh	KCNQ1 act	GSK3A inh	hERG rescue	RGS4 block	DYRK1A inh	RGS4 pot
CC1CCCN(S(=O)(=O)c2ccc(N(C(=O)c3cnccn3)C(C(=O)NC3CCCCC3)c3cccs3)cc2)C1 (stereo not drawn)	i	i	i	-2	i	i	-3	-15	i	-3	i
Oc1ccc(CN2CCCCC2)nc1-c1ccccc1	i	i	i	-1	i	i	1	-2	i	-1	i
CC(C)OCCCn1c(=O)c2ccccc2n2c(CCC(=O)NCc3ccccn3)nnc12	i	i	i	2	i	i	0	-9	i	x	i
COc1ccc(NC(=O)CSc2nc3[nH]ncc3c(=O)n2-c2ccccc2OC)cc1OC	i	i	i	-2	i	i	4	-3	i	7	i
Cn1ncc(Br)c1C(=O)NC1CCCCCCC1	i	i	i	4	i	i	x	-8	i	3	i
COc1ccc(OCc2nnc(SCC(=O)N3C(C)CCCC3C)o2)cc1 (stereo not drawn)	i	i	i	-1	i	i	-1	2	i	0	i
COc1ccccc1NC(=O)c1ccc(CN(c2cc(Cl)ccc2C)S(=O)(=O)c2ccccc2)cc1	i	i	i	0	i	i	-4	-4	i	-8	i
Cc1c(C(=O)CN2CCOCC2)[nH]c2ccccc12	i	i	i	-3	i	i	-2	-6	i	11	i
CCOc1cc(N2CCOCC2)c(OCC)cc1NC(=O)c1c(-c2ccccc2Cl)noc1C	i	i	i	-1	i	i	0	-14	i	1	i
Cc1ccc2cccc(OCC(=O)Nc3ccc(N4CCOCC4)cc3)c2n1	i	i	i	0	i	i	-2	-14	i	2	i
COc1cccc(-n2c(=O)c3cc(OC)c(OC)cc3n(CC(=O)Nc3cc(C)[nH]n3)c2=O)c1	i	i	i	-4	i	i	0	-6	i	-2	i
Cc1ccc(S(=O)(=O)N2CCC(Oc3cccc(C(F)(F)F)c3)CC2)cc1	i	i	i	-8	i	i	0	-8	i	1	i

The final two records of the part above come first, to join the parts:
SMILES	PolyA inh	KCNK3 block	KCNQ1 inh	GSK3B inh	KCNK9 inh	KCNQ1 act	GSK3A inh	hERG rescue	RGS4 block	DYRK1A inh	RGS4 pot
COc1cccc(-n2c(=O)c3cc(OC)c(OC)cc3n(CC(=O)Nc3cc(C)[nH]n3)c2=O)c1	i	i	i	-4	i	i	0	-6	i	-2	i
Cc1ccc(S(=O)(=O)N2CCC(Oc3cccc(C(F)(F)F)c3)CC2)cc1	i	i	i	-8	i	i	0	-8	i	1	i
CCCS(=O)(=O)c1c(S(=O)(=O)CCC)c2c3ccccc3ccn2c1C(N)=O	i	i	i	-3	i	i	0	-3	i	6	i
COCCCNC(=O)c1ccc(Cn2c(=O)c3ccccc3n(Cc3ccc(C)cc3)c2=O)cc1	i	i	i	-1	i	i	x	-12	i	3	i
COc1ccc(NC(=O)C2CCCN2c2ccc(OC)c(OC)c2)cc1OC (stereo not drawn)	i	i	i	-18	i	i	1	-4	i	-6	i
N#C/C(=C(/O)CN1CCOCC1)c1nc2ccccc2s1	i	i	i	-1	i	i	-1	-10	i	7	i
Fc1ccc(C[n+]2csc3ccccc32)cc1	i	i	i	14	i	i	-6	-15	i	-55	i
CN(CC(=O)Nc1ccccc1)CC(=O)Nc1ccccc1Cl	i	i	i	5	i	i	-2	-6	i	9	i
COC(=O)c1cc(S(=O)(=O)NC2CCC(C)CC2)cn1C (stereo not drawn)	i	i	i	-17	i	i	-4	-3	i	-10	i
COCC(=O)N(Cc1ccc(OC)cc1)Cc1nc2ccccc2c(=O)[nH]1	i	i	i	2	i	i	1	-7	i	3	i
CCCN1CNC(=S)N(CCc2ccccc2)C1	i	i	i	-3	i	i	0	-8	i	5	i
O=C(CSc1nc(O)c(Cc2ccccc2F)c(=O)[nH]1)N1CCCCCC1	i	i	i	1	i	i	x	-11	i	-3	i
CC(C)OC(=O)CN1C(=O)C(C)(C)Oc2ccc(C(=O)NC3CC3)cc21	i	i	i	2	i	i	-1	-10	i	0	i
Cc1ccc(C(=O)N2NC(c3ccc(F)cc3)C3C(=O)N(c4ccc(C)cc4)C(=O)C32)cc1 (stereo not drawn)	i	i	i	3	i	i	x	-8	i	-8	i
O=C(CSc1nc(N2CCCCC2)nc(N2CCCCC2)n1)c1ccccc1	i	i	i	2	i	i	0	4	i	5	i
CN(C)S(=O)(=O)c1ccc(C(=O)N2CCOCC2)cc1	i	i	i	6	i	i	-1	-7	i	5	i
O=C(COC(=O)c1cnccn1)c1ccc(Cl)cc1	x	i	i	0	i	i	-2	-2	i	-6	i
Cc1ccc(NC(=O)c2cc(S(=O)(=O)N3CCCCC3)cs2)cc1	i	i	i	-1	i	i	-7	-15	i	-3	i
O=C1c2ccc3c4c(ccc(c24)C(=O)N1c1cccc(O)c1)CC3	i	i	i	-25	i	i	-1	-7	i	-3	i
COC(=O)Cc1ccc(NC(=O)C(c2ccccc2)c2ccccc2)cc1	i	i	i	3	i	i	-4	-15	i	-1	i
O=C1/C(=C\c2ccc(O)c(O)c2)SC(=S)N1Cc1ccccc1	i	i	i	3	i	i	3	-8	14*	-2	i
CCc1ccc(-c2cc(C)no2)cc1S(=O)(=O)NCc1ccc(OC)c(OC)c1	x	i	i	0	i	i	0	-13	i	-1	i
CC(C)(C)C(=O)N(CCN(C(=O)C(C)(C)C)c1ccccc1)c1ccccc1	i	i	i	4	i	i	0	-6	i	-3	i
O=C(NCc1ccc(Cl)cc1)c1ccc(Br)o1	i	i	i	-1	i	i	-2	-5	i	7	i
CC(C)OCCCNC(=O)C(NS(=O)(=O)c1ccc2c(c1)c(=O)n(C)c(=O)n2C)c1ccccc1 (stereo not drawn)	i	x	i	3	i	i	0	-4	i	x	i
Nc1nnc(-c2cc3ccccc3oc2=O)s1	i	i	i	1	i	i	-2	0	i	4	i
COc1ccc(C2C(C(=O)c3cccs3)=C(O)C(=O)N2c2nncs2)cc1 (stereo not drawn)	i	i	i	2	i	i	-4	-19	i	2	i
CC1(C)C(c2cccs2)=[N+]([O-])C2(CCCCC/C2=N\NC(N)=S)N1O (stereo not drawn)	i	i	i	0	i	i	-1	-2	i	2	i
Cc1ccc2nc(-c3ccccn3)c(Nc3ccccc3C)n2c1	i	i	i	2	i	i	-7	-14	i	2	i
O=C(COC(=O)Cc1ccccc1F)Nc1ccc2[nH]c(=O)[nH]c2c1	i	i	i	-2	i	i	-2	-18	i	12	i
CSc1nsc(SC)c1NC(=O)OCc1ccccc1	i	i	i	1	i	i	-4	-12	i	-7	i
COC(=O)c1ccc(-c2noc(CN3CCCCC3c3nccn3C)n2)cc1 (stereo not drawn)	i	i	i	-4	i	i	-2	-6	i	-1	-10*
Cn1c2c(c(=O)n(C)c1=O)C(CC(=O)Nc1ccc(F)cc1)C(=O)N2 (stereo not drawn)	i	i	i	2	i	i	0	-18	i	3	i
CCc1c(C)nc(SCC(=O)N2CC(C)OC(C)C2)[nH]c1=O (stereo not drawn)	i	i	i	3	i	i	-2	-10	i	-9	i
O=C1C(=C(c2ccccc2)c2ccccc2)Nc2ccccc21	i	i	i	1	i	i	1	-11	i	-1	i
C/C(O)=c1/ccc2cccc3nc(C)nc1c23	i	i	8*	-1	i	i	1	-28	i	12	-8.3*
CSC1=C(C#N)C(c2cccc(Br)c2)CC(=O)N1 (stereo not drawn)	i	i	i	0	i	i	1	-6	i	2	i
c1ccc(CSc2nnc(-c3ccncc3)o2)cc1	i	i	i	1	i	i	67*	-12	i	26	i
O=C(Nc1nncs1)c1ccc(N2C(=O)C3C4C=CC(C4)C3C2=O)cc1 (stereo not drawn)	i	i	i	-13	i	i	2	-4	i	0	i
O=C(CSc1n[nH]c(-c2ccco2)n1)Nc1ccccc1Cl	i	i	i	-1	i	i	-4	-8	i	2	i
CCOC(=O)C1=C(c2ccccc2)OC(N)=C(C#N)C1C(C)C (stereo not drawn)	i	i	i	-3	i	i	2	-6	i	-4	i
COc1ccc(CCN2C(=O)C3C4C=CC(C3C2=O)C2C(=O)N(CCc3ccc(OC)c(OC)c3)C(=O)C42)cc1OC (stereo not drawn)	i	i	i	3	i	i	-1	-10	i	-2	i
Cc1cc(C)c(OCCCCCNCCO)c(C)c1	i	i	i	-4	i	i	3	-7	i	2	i
O=C(COc1ccc(Cl)cc1)N1CCN(c2ccc([N+](=O)[O-])c(N3CCOCC3)c2)CC1	i	i	i	-2	i	i	1	-5	i	-7	i
C#CCOCCOCCOCCNc1nc(N2CCN(C(=O)[C@H]([C@@H](C)CC)n3cc(CCCN=C(N)N)nn3)CC2)nc(N2CCN(C(=O)[C@H](CCCCN)n3cc(CCCC)nn3)CC2)n1	i	i	i	-4	i	i	8	-11	i	4	i
COc1ccc(C(CNC(=O)COc2ccc(Br)cc2F)N2CCCC2)cc1 (stereo not drawn)	i	i	i	1	i	i	-2	-6	i	5	i
O=C(c1ccc(Cl)c([N+](=O)[O-])c1)N(Cc1ccc(F)cc1)C1CCS(=O)(=O)C1 (stereo not drawn)	i	i	i	-3	i	i	1	-8	i	-4	i
CN(c1ccccc1)S(=O)(=O)c1ccc(C(=O)Nc2nnc(-c3ccco3)o2)cc1	i	i	i	4	i	i	-5	-13	i	-1	i
O=C(NCCc1cn2ccccc2n1)c1cc(COc2ccc3ncccc3c2)on1	i	-14*	i	-2	i	i	1	-27	i	-5	i
COCC1CCN(Cc2nc(-c3ccc4c(c3)OCO4)no2)C1 (stereo not drawn)	i	i	i	0	i	i	-6	-14	i	2	i
Cn1ccc(C(=O)NC(=S)N2CCSCC2)n1	i	i	i	3	i	i	5	-6	i	6	i
Cc1cccc(Cc2nnc(NC(=O)c3cccc(S(=O)(=O)N4CCOCC4)c3)s2)c1	i	i	i	-1	i	i	-1	-4	i	3	i
O=[N+]([O-])c1cc(/C=N/n2c(-c3ccncc3)n[nH]c2=S)ccc1Cl	i	i	i	0	i	i	1	-5	i	-3	i
COc1cccc(Nc2ncccc2C(=O)Nc2ccccc2)c1	i	i	i	3	i	i	-2	-17	i	-3	i
